TRPV1 ag: human TRPV1 agonism | hit rate 0.19% among 320,000 | TRPV1-expressing cells, Fluo-8 calcium influx, agonist mode | activation, % at 8.33 µM | Q8NER1; in the data active = activation above about 80%; inconclusive = between about 30% and that limit; note: 0% is about no effect
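Fluo-8 calcium influx in TRPV1-expressing cells, kinetic read (ex 480/em 520 nm). Compound added and read 3 min for agonist activity, followed by capsaicin at EC20 final and 2 min further read for enhancement.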
ASM inhibitor: inhibitors of human secretory acid sphingomyelinase | P17405 | placental ASM, HMU-PC fluorogenic substrate, 60 min | Potency, µM (doses to about 57.5 µM), for the others: top-dose activity change, negative = inhibition, most hits filed as inhibitors | hit rate 0.006% among 340,000; note: potency is the fitted concentration of half-maximal effect
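qHTS format. ASM enzyme prepared from human placenta hydrolyses the fluorogenic substrate HMU-PC0 (9 uM final) over 60 min at 37 °C after a 10 min compound preincubation.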
MLL CXXC-DNA inh: blocks binding of human MLL CXXC domain to DNA; Q03164; MLL-CXXC / FITC-HOXA9 DNA fluorescence polarization; Potency, µM (series often up to 115 µM), for the others: top-dose activity change, negative = inhibition, hits mostly inhibitors; hit rate 0.037% among 290,000; AID 2662; active = well fitted inhibition curve with a large enough effect in the polarisation, with a control signal flat, not every such curve was filed as active; inconclusive = small, poorly fitted or top-dose-only effect, or effect the other way, or a change in a side signal; inactive = no such curve, though single readings can be large or run the other way; the % refers to the polarisation; note: potency is the fitted concentration of half-maximal effect
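Purified MLL-CXXC (added from a 7 uM solution) was preincubated 5 min at ambient with pinned compounds in 50 mM Tris-HCl pH 7.5, 50 mM NaCl, 1 mM DTT, 0.05% BSA. Fluorescein-labeled HOX-A9 DNA (50 nM solution) followed, 30 min, then polarization read.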
GALK inh: inhibitors of human galactokinase | P51570 | Purified GALK, Kinase-Glo residual ATP luminescence | hit rate 0.007% among 270,000 | Potency, µM (doses to about 57.5 µM), for inactives: at the highest dose activity change, negative = inhibition, actives largely listed as inhibitors; note: potency is the fitted concentration of half-maximal effect; % is set by controls: 0 for no effect and ±100 for the full control effect
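Quantitative HTS: GALK 5 nM, ATP 35 uM, galactose 100 uM, 1 h room temperature, then luciferase-based ATP detection.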
AT treatment: potential ataxia-telangiectasia treatments restoring KAP-1 phosphorylation; hit rate 0.19% among 320,000; AID 485349; […] A-T fibroblasts, KAP-1 phosphorylation AlphaLISA; neocarzinostatin DNA damage 30 min before lysis; Potency, µM (series often up to 57.5 µM), for inactives: top-dose activation, actives largely listed as activators; note: potency is the fitted concentration of half-maximal effect; % of control where 0% means no effect; nearly all actives have a fitted effect of over 45% in size
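hTERT-immortalized A-T patient fibroblasts ([…]), 500 cells/well in OPTI-MEM, 1% FBS, got compounds for 60 min, then NCS for 30 min at 37C. Lysates were then assayed for phospho-KAP-1 by AlphaLISA (anti-pKAP1 donor, anti-KAP1 acceptor beads), 6 hr at 25C.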
Coupling enz: coupling enzyme interference in Giardia aldolase counter-screen | coupling enzyme system counterscreen, AmpLite Red fluorescence | activity change, negative = inhibition, % at 58.2 µM, hits read low | hit rate 0.67% among 290,000; in the data active = activity change below about -30%; note: % is set by controls: 0 for no effect and ±100 for the full control effect
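Coupling enzymes only (glyceraldehyde-3-phosphate) + compound, at 57.5 uM final, 10 min RT; add substrate/coupling/AmpLite Red mix, 20 min RT; fluorescence ex 525/em 598 nm. Actives flag coupling-system interference.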
MBNL1 CUG block: blocks human MBNL1 binding to CUG repeat RNA. Q9NR56. TR-FRET MBNL1-His/biotin-(CUG)12 binding, 665/545 ratio. Potency, µM (doses to about 57.5 µM), for the others: at the highest dose activity change, negative = inhibition, most hits filed as inhibitors. hit rate 0.036% among 280,000. AID 2675; active = well fitted inhibition curve with a large enough effect in the signal ratio, with a control signal flat, not every such curve was filed as active; inconclusive = small, poorly fitted or top-dose-only effect, or effect the other way, or a change in a side signal; inactive = no such curve, though single readings can be large or run the other way; the % refers to the signal ratio; note: potency is the fitted concentration of half-maximal effect; % is set by controls: 0 for no effect and ±100 for the full control effect
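Ratiometric TR-FRET (665 over 545 nm, excitation 340 nm) tracks disruption of MBNL1-His/biotin-(CUG)12 complex after 60 min at room temperature, with compounds at 92 nM to 58 uM final.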
a7 integrin act: activates integrin-mediated alleviation for muscular dystrophy; alpha7betagal myoblasts, beta-gal FDG fluorescence, 48 h; Potency, µM (doses to about 38.3 µM), inactives show at the top dose activation, usual class: activators; hit rate 0.064% among 350,000; AID 624291;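 note: potency is the fitted concentration of half-maximal effect; 100% = response of the positive control SU9516; nearly all actives have a fitted effect of over 60% in size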
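alpha7betagal+/- myoblasts (passage 13, 250/well) treated 48 h at 37C with compounds at 1:260 dilution of DMSO stock. Lysed, then beta-galactosidase activity read as FDG fluorescence (ex 480/em 540) after 30 min, with pre-read for autofluorescence.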
hERG WT inh: KCNH2 (human, wildtype) channel inhibition | U2OS, BacMam KCNH2, thallium flux FluxOr; active compounds read low | activity change, % at 1.84 µM | hit rate 0.37% among 340,000 | AID 720551;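 active = maximum activity change below -70%; inconclusive = maximum activity change between -70% and -50%; inactive = maximum activity change above -50%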; note: % is set by controls: 0 for no effect and ±100 for the full control effect
Target sequence (Q12809 whole entry, looked up): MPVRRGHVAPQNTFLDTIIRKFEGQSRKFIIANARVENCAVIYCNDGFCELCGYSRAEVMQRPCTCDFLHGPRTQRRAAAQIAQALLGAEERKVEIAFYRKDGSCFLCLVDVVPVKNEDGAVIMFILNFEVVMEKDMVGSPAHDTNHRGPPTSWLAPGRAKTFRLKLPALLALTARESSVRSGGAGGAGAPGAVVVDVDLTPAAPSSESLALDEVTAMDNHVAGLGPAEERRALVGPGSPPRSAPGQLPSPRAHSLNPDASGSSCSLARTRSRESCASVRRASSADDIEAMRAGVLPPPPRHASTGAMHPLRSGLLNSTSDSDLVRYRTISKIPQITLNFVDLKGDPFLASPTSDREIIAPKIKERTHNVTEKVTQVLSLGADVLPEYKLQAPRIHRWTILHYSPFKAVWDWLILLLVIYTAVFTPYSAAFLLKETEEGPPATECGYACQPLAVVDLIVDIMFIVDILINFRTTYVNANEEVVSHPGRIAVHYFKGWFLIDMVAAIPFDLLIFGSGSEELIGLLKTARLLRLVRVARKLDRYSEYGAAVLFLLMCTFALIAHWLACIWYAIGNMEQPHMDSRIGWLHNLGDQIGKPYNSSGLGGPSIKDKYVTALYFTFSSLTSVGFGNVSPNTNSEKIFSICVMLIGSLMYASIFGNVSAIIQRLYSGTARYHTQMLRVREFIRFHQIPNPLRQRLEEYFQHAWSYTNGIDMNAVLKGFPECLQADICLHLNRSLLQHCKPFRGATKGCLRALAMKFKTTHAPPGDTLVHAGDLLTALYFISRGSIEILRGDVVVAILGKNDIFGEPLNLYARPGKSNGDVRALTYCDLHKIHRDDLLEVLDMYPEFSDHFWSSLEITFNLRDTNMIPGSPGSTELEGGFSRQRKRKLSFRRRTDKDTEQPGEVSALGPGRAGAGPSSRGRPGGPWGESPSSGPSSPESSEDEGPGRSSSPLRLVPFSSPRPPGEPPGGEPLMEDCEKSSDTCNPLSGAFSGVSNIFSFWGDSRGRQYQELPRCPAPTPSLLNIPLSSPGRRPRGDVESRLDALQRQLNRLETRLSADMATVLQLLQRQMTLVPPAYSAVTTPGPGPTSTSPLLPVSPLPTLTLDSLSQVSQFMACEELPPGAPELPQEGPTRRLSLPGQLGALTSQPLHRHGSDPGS
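U2OS cells transduced with wild-type KCNH2 virus are loaded with FluxOr dye for 45 min, and thallium flux is measured in kinetic reads before and after stimulation buffer. Rate constants are normalized to DMSO controls.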
KCNH2 3.1 inh: KCNH2 3.1 (human) potassium channel inhibition; U2OS KCNH2 3.1, thallium flux FluxOr; active compounds read low; activity change, % (tested at about 1.8 µM); hit rate 0.95% among 340,000; AID 720553;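 active = maximum activity change below -70%; inconclusive = maximum activity change from -70% to -50%; inactive = maximum activity change above -50%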;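 note: thallium influx rate constant from kinetic fluorescence after stimulation buffer; % is set by controls: 0 for no effect and ±100 for the full control effect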
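Measured as rate of thallium-driven FluxOr signal in transduced U2OS cells carrying the 3.1 channel, read kinetically for 2 min upon stimulation; values are rate constants scaled to DMSO control wells.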
* marks the source's active call; other numbers are inactive results; [ ] = another dose, or the depositor's remark. Unless noted, calls come from the whole dose curve; as a rule, active = well fitted curve in the direction sought with a large enough effect; inconclusive = small, poorly fitted or top-dose-only effect, or another doubt; inactive = no such curve, though single readings can be large; an effect the other way counts as inactive or inconclusive. This is a subset. The share of hits here may be higher or lower than overall.

`CC(C)C(=O)c1cn(Cc2ccccc2C#N)c2ccccc12` gave TRPV1 ag 0, ASM inhibitor -4%, MLL CXXC-DNA inh 5%, GALK inh -7%, AT treatment 2%, Coupling enz 3, MBNL1 CUG block 7%, a7 integrin act -31%, hERG WT inh -5 and KCNH2 3.1 inh -5.
`CC(Cc1ccccc1)N1C(=O)c2ccccc2C1=O` (centres undefined) gave TRPV1 ag 6, ASM inhibitor 0%, MLL CXXC-DNA inh -10%, GALK inh -3%, AT treatment 9%, Coupling enz 0, MBNL1 CUG block 9%, a7 integrin act 2%, hERG WT inh 4 and KCNH2 3.1 inh -2.
`Cc1c(N=Cc2c(O)n(C)c(=O)[nH]c2=O)c(=O)n(-c2ccccc2)n1C` gave TRPV1 ag 0, ASM inhibitor 8%, MLL CXXC-DNA inh -6%, GALK inh 0%, AT treatment 4%, Coupling enz 1, MBNL1 CUG block -6%, a7 integrin act -1%, hERG WT inh -7 and KCNH2 3.1 inh 19.
Screening CC(=O)c1ccc(OC(=O)N(C)c2ccccc2)cc1 returned TRPV1 ag 0, ASM inhibitor 2%, MLL CXXC-DNA inh -3%, GALK inh 0%, AT treatment 5%, Coupling enz -2, MBNL1 CUG block -13%, a7 integrin act 23% and hERG WT inh -20.
CC(=O)Nc1ccccc1OC(=O)N(C)C was read as TRPV1 ag -6, ASM inhibitor 4%, MLL CXXC-DNA inh 2%, GALK inh 2%, AT treatment 1%, Coupling enz 1, MBNL1 CUG block -7%, a7 integrin act 6%, hERG WT inh -8 and KCNH2 3.1 inh 13.
Screening CCOP(=O)(OCC)c1ccc(O)cc1 returned TRPV1 ag 1, ASM inhibitor 1%, MLL CXXC-DNA inh 4%, GALK inh -3%, AT treatment 2%, Coupling enz 1, MBNL1 CUG block -4%, a7 integrin act 10% and KCNH2 3.1 inh -20.
For c1ccc(C[n+]2ccccc2)cc1 the results were TRPV1 ag 10, ASM inhibitor -8%, AT treatment 4%, a7 integrin act 38%, hERG WT inh -3 and KCNH2 3.1 inh -17.
Screening C=CCNC(=O)c1c(N)n(Cc2ccco2)c2nc3ccccc3nc12 returned TRPV1 ag 2, ASM inhibitor inactive, MLL CXXC-DNA inh 7%, GALK inh -2%, AT treatment 17%, Coupling enz -1, MBNL1 CUG block 9%, a7 integrin act -20%, hERG WT inh -3 and KCNH2 3.1 inh 16.
For Cc1cnc[nH]1 the results were TRPV1 ag 2, ASM inhibitor -4%, AT treatment 1%, hERG WT inh 2 and KCNH2 3.1 inh 8.
`ClC1=C(Cl)C(Cl)=C(Cl)C1=C/C=C/c1ccccc1` gave TRPV1 ag -1, ASM inhibitor -14%, MLL CXXC-DNA inh 2%, GALK inh 3%, AT treatment -1%, Coupling enz 1, a7 integrin act -13%, hERG WT inh 4 and KCNH2 3.1 inh 14.
Screening C=C(c1ccccc1)P(=O)(O)O returned TRPV1 ag -2, ASM inhibitor 0%, MLL CXXC-DNA inh 3%, AT treatment -2%, Coupling enz -2, MBNL1 CUG block -20%, a7 integrin act -14%, hERG WT inh 6 and KCNH2 3.1 inh 2.
`CC(=NCCCn1ccnc1)c1c(O)n(C)c(=O)n(C)c1=O` gave TRPV1 ag -2, ASM inhibitor 4%, MLL CXXC-DNA inh -3%, GALK inh 0%, AT treatment -6%, Coupling enz 4, MBNL1 CUG block -8%, a7 integrin act -10%, hERG WT inh 5 and KCNH2 3.1 inh -14.
For O=c1c2ccccc2nc(CNCc2ccco2)n1-c1ccc(F)cc1 the results were TRPV1 ag -1, ASM inhibitor 5%, MLL CXXC-DNA inh 9%, GALK inh 3%, AT treatment 18%, Coupling enz 0, MBNL1 CUG block 17%, a7 integrin act 7%, hERG WT inh -1 and KCNH2 3.1 inh 1.
`COC(=O)C1=C(c2cc3ccccc3s2)C[C@@H]2CC[C@H]1N2C(=O)NCCNC(C)=O` gave ASM inhibitor -2%, a7 integrin act 17%, hERG WT inh 1 and KCNH2 3.1 inh 1.
C[N+]1(C)C2CCC1CC(OC(=O)c1ccccc1)C2 (centres undefined) was read as TRPV1 ag 2, ASM inhibitor 1%, MLL CXXC-DNA inh 0%, GALK inh -3%, AT treatment -6%, Coupling enz 1, MBNL1 CUG block -2%, a7 integrin act -24%, hERG WT inh 10 and KCNH2 3.1 inh 4.
CC(C)N1CCC2(CC1)NC(CO)(CO)CO2 was read as TRPV1 ag 0, ASM inhibitor 11%, MLL CXXC-DNA inh 15%, GALK inh 0%, Coupling enz 2, MBNL1 CUG block -10%, a7 integrin act 8%, hERG WT inh -13 and KCNH2 3.1 inh -8.
O=C(CNC(=O)c1ccc(Cl)cc1)Nc1ccc(Br)cc1C(=O)c1ccccc1 was read as TRPV1 ag -2, ASM inhibitor -16%, MLL CXXC-DNA inh 1%, GALK inh -4%, AT treatment 1%, Coupling enz 4, MBNL1 CUG block -2%, a7 integrin act 15%, hERG WT inh 1 and KCNH2 3.1 inh -13.
For O=C1CC=C2C3CC4N(CCC45c4cc(O)c(O)cc4N1C25)CC3=CCBr (centres undefined) the results were ASM inhibitor -2%, a7 integrin act inconclusive, hERG WT inh inconclusive and KCNH2 3.1 inh -1.
CN(C(=O)Oc1ccc(C(C)(C)C)cc1)c1ccccc1 was read as TRPV1 ag 17, ASM inhibitor -1%, MLL CXXC-DNA inh 4%, GALK inh -1%, AT treatment 2%, Coupling enz -3, MBNL1 CUG block 6%, a7 integrin act -19%, hERG WT inh -7 and KCNH2 3.1 inh 8.
N#CC(C#N)=Cc1ccc(-c2ccccc2F)o1 was read as TRPV1 ag 1, ASM inhibitor -1%, MLL CXXC-DNA inh inconclusive, AT treatment -22%, Coupling enz 2, MBNL1 CUG block -17%, a7 integrin act 4%, hERG WT inh 4 and KCNH2 3.1 inh 0.
Screening CCCCNC(=O)/C(C#N)=c1\s/c(=C\c2ccccc2OC(F)F)c(=O)n1CCCOC returned TRPV1 ag inconclusive, ASM inhibitor 76%, MLL CXXC-DNA inh 34%[activator], GALK inh 0%, AT treatment -10%, Coupling enz 2, MBNL1 CUG block -5%, a7 integrin act -12%, hERG WT inh -6 and KCNH2 3.1 inh 26.
For Cc1nn(-c2ccccc2)c(Cl)c1C1C(C#N)=C(N)Oc2c1c(=O)oc1ccccc21 (centres undefined) the results were TRPV1 ag 1, ASM inhibitor -21%, MLL CXXC-DNA inh 18%, GALK inh -3%, AT treatment -6%, Coupling enz 0, MBNL1 CUG block 11%, a7 integrin act 0%, hERG WT inh 0 and KCNH2 3.1 inh 2.
Cn1c2ccccc2c2c(C(=O)N3CCC4(CC3)OCCO4)cn(C3CCCCC3)c(=O)c21 was read as TRPV1 ag 22, ASM inhibitor 10%, MLL CXXC-DNA inh 2%, GALK inh 2%, Coupling enz -23, MBNL1 CUG block 4%, a7 integrin act -10%, hERG WT inh 9 and KCNH2 3.1 inh -10.
`CCCCCn1c(=O)c(C(=O)NCCc2ccccc2)c(O)c2ccccc21` gave TRPV1 ag 8, ASM inhibitor -4%, MLL CXXC-DNA inh 4%, GALK inh 3%, AT treatment 29%, Coupling enz 0, MBNL1 CUG block -8%, a7 integrin act -39%, hERG WT inh -5 and KCNH2 3.1 inh -10.
Screening Cn1c(O)c(C=NCCN2CCNCC2)c(=O)n(C)c1=O returned TRPV1 ag -1, ASM inhibitor 1%, MLL CXXC-DNA inh 12%, GALK inh 1%, AT treatment -5%, Coupling enz 0, MBNL1 CUG block -7%, a7 integrin act -7%, hERG WT inh 0 and KCNH2 3.1 inh 6.

For convenience, some entries already given:
For O=c1c2ccccc2nc(CNCc2ccco2)n1-c1ccc(F)cc1 the results were TRPV1 ag -1, ASM inhibitor 5%, MLL CXXC-DNA inh 9%, GALK inh 3%, AT treatment 18%, Coupling enz 0, MBNL1 CUG block 17%, a7 integrin act 7%, hERG WT inh -1 and KCNH2 3.1 inh 1.
`COC(=O)C1=C(c2cc3ccccc3s2)C[C@@H]2CC[C@H]1N2C(=O)NCCNC(C)=O` gave ASM inhibitor -2%, a7 integrin act 17%, hERG WT inh 1 and KCNH2 3.1 inh 1.

In the list so far, these have sulfur:
`COC(=O)C1=C(c2cc3ccccc3s2)C[C@@H]2CC[C@H]1N2C(=O)NCCNC(C)=O` gave ASM inhibitor -2%, a7 integrin act 17%, hERG WT inh 1 and KCNH2 3.1 inh 1.
Screening CCCCNC(=O)/C(C#N)=c1\s/c(=C\c2ccccc2OC(F)F)c(=O)n1CCCOC returned TRPV1 ag inconclusive, ASM inhibitor 76%, MLL CXXC-DNA inh 34%[activator], GALK inh 0%, AT treatment -10%, Coupling enz 2, MBNL1 CUG block -5%, a7 integrin act -12%, hERG WT inh -6 and KCNH2 3.1 inh 26.

High-throughput results (PubChem BioAssay)
